Source: PubChem
STEP block: blocks human striatal-enriched tyrosine phosphatase; P54829; recombinant STEP, OMFP fluorogenic substrate, fluorescence; inhibition, % at 20 µM; 360,000 tested, 0.25% active; AID 588621;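 active = inhibition at 20 µM, scaled per plate between control wells, above about 37%, limit read from the data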;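 also: 0% = DMSO with enzyme and substrate and 100% = substrate only without enzyme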
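Material: STEP (striatal-enriched tyrosine phosphatase) enzyme, cell-free; Compound dosing: 20 µM single dose in 1% DMSO; Technique: fluorescence read at 480 nm ex / 540 nm em; Times: reaction 20 min, ambient temperature; Medium: 50 mM Bis-Tris pH 6.0 with 2.5 mM DTT and 0.005% Tween 20; Also added: OMFP at 25 µM.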
SKN-1 block: blocks SKN-1 activity in C. elegans | 360,000 tested, 0.49% active | inhibition, % at 21.8 µM | C. elegans VP596 Pgst-4::GFP/RFP ratio, acrylamide-induced, 24 h;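 active = interference check ratio from 0.5 to 1.5 plus GFP to RFP signal ratio inhibition reaching or exceeding a fixed threshold, cut at about 30% in these data, passing the limit was not always enough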; also: some compounds called inactive have numbers as strong as hits
SUMO1-SIM PPI: SUMO1-SIM interaction modulation. P63165. SUMO1 binding to a labelled peptide, TR-FRET, 1 h. inhibition, % at 20 µM. 360,000 tested, 0.33% active; in the data active = inhibition above about 37%
DNMT1 block: inhibitors of human DNMT1; 360,000 tested, 0.83% active; DNMT1 molecular beacon, Hinp1I cleavage, fluorescence; inhibition (reported as % activation of signal), % at 10 µM; in the data active = inhibition above about 50%
Target sequence (P26358 504-1616 limits assumed): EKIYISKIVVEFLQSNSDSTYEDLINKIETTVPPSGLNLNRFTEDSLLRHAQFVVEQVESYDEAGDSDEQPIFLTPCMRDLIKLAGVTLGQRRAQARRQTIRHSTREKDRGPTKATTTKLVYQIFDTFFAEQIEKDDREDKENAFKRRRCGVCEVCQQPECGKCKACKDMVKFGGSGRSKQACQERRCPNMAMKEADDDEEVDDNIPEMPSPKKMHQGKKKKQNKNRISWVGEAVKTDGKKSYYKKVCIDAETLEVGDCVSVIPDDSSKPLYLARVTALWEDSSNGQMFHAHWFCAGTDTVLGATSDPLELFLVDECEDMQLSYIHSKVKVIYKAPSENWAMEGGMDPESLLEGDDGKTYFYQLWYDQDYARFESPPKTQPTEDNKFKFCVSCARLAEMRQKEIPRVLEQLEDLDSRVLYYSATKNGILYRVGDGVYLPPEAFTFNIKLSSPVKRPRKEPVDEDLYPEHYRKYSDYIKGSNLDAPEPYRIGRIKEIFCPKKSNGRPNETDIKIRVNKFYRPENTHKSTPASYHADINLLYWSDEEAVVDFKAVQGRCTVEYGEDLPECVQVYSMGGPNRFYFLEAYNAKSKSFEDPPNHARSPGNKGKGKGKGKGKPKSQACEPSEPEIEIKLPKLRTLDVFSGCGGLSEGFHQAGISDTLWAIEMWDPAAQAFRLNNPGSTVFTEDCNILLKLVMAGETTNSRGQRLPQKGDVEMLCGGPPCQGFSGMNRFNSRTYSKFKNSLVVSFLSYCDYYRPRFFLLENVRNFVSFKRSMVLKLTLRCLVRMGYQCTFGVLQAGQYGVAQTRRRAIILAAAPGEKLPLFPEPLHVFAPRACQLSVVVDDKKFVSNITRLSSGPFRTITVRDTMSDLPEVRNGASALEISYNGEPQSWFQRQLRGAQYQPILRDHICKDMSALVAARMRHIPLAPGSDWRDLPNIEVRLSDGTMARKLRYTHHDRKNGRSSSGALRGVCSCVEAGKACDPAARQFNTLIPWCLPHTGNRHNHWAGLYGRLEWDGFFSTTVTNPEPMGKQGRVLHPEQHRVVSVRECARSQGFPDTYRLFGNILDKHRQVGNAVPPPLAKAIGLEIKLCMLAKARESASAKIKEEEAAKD
Neddylation inh: inhibitors of human cullin neddylation; P61081+Q13564; TR-FRET cullin neddylation, biochemical; calls only at 25 µM; 360,000 tested, 0.58% active; AID 651699; in the data active = inhibition above about 36%
NadD inh: blocks S. aureus nicotinate mononucleotide adenylyltransferase | 360,000 tested, 0.78% active | inhibition, % at 20 µM | purified NadD enzyme, colorimetric absorbance read-out | AID 602399; in the data active = inhibition above about 26%; also: some compounds past the cut are filed as inactive
TbMetRS inhib: blocks T. brucei methionyl-tRNA synthetase activity | purified T. brucei MetRS, ATP depletion, Kinase-Glo luminescence | inhibition, % at 11.9 µM | 360,000 tested, 0.4% active;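 active = inhibition above a per-plate cutoff of the control wells' mean inhibition plus 3 SD, cut at about 5.5% in these data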;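 also: 0% = DMSO wells median and 100% = median of wells with control inhibitor compound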
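Dosing: 11.9 µM compound single dose, 0.9% DMSO; Assay system: purified T. brucei MetRS enzyme; Measured by: Kinase-Glo luciferase luminescence reporting remaining unconsumed ATP; Schedule: 15 min plus 2 h at 25 °C.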
Scp-1 inhibitor: Scp-1 (human) phosphatase inhibition | Recombinant Scp1, phosphopeptide, malachite green phosphate absorbance | inhibition, % at 20 µM | AID 493091 | 340,000 tested, 0.88% active | Q9GZU7;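 active = inhibition above about 50% at 20 µM, limit read from the data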;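 also: plate controls were DMSO wells with enzyme for no effect and wells lacking enzyme for full effect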
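assay system = SCP-1 phosphatase catalytic domain, residues 76-261 | buffer or medium = 50 mM Tris acetate pH 5.5, 0.005% Tween-20, 10 mM MgCl2 | incubation = enzyme reaction 45 min at room temperature, colour 5 min, stabilisation 30 min | signal = Phosphate-binding colour reagent, absorbance read at 630 nm | measure = % inhibition at 20 µM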
LMPTP inh: LMPTP (human) inhibition. recombinant LMPTP-A, OMFP fluorogenic substrate, fluorescence intensity. AID 651560. inhibition, % at 20 µM. 360,000 tested, 0.22% active. P24666;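 active = compounds that cut the enzyme signal by at least half of the control window in the single-dose screen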;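 also: plate controls were DMSO wells with enzyme plus substrate for no effect and substrate without enzyme for full effect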
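Test system – LMPTP-A enzyme · Amount – LMPTP-A at 0.625 nM final in the reaction · Buffer or medium – Bis-Tris pH 6.0, DTT, detergent · Reagent – OMFP 400 µM · Doses – single 20 µM dose · Schedule – reaction 50 min, room temperature, dark · Detection – fluorescence intensity of OMFP turnover product · Evaluation – percent inhibition versus substrate-only and uninhibited controls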
NRP1-CendR mod: NRP-1/CendR interaction modulation; O14786; FAM-RPARPAR peptide binding to NRP-1, fluorescence polarization; inhibition, % at 25 µM; 360,000 tested, 0.85% active; AID 602438;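 active = inhibition or corrected inhibition above about 18%, plus a signal ratio from 0.5 to 1.5, limit read from the data, passing the limit was not always enough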; also: strong numbers were not always called active
Numbers without * were called inactive; i = inactive; . = not tested or not shown.

STEP block	NRP1-CendR mod	LMPTP inh	Scp-1 inhibitor	TbMetRS inhib	Neddylation inh	DNMT1 block	SUMO1-SIM PPI	Molecule	SKN-1 block	NadD inh
-1	-6	0.9	-8	0.4	i	-2	2	Cc1ccc(S(=O)(=O)OCCC2=CC(=O)CCN2Cc2ccccc2)cc1	4	0
2	13	-7.6	4	-0.7	i	0	-1	O=C1CC(c2ccccc2)CC(O)=C1C=NCCN1CCNCC1 (centres undefined)	-10	8
-4	16	-3.2	-7	-1.0	i	-5	1	CCCCSC1(SCCCC)N=C(N)C2(C#N)C(c3ccccc3)NC(C)=CC12C#N (centres undefined)	5	0
1	-7	-0.6	-8	0.2	i	2	-2	CC(=O)c1cccc(NC(=O)C2CCN(C(=O)c3cccs3)CC2)c1	1	-4
1	4	-1.8	9	-0.9	i	-1	1	Cc1cc(C)n(-c2ccc(NC(=O)C3CCN(Cc4ccccn4)CC3)cc2)n1	-10	2
0	13	-2.5	-2	-0.4	i	1	0	CCC(C)C(NC(=O)c1ccc(Cl)cc1)C(=O)O (centres undefined)	1	3
0	-6	0.3	0	-1.1	i	1	0	CCn1cc(C(=O)OC(C)C(=O)Nc2c(C)n(C)n(-c3ccccc3)c2=O)c(=O)c2ccc(C)nc21 (centres undefined)	-11	7
-3	-4	-0.8	-1	0.1	i	2	0	COc1ccc(C)cc1S(=O)(=O)N1CCOCC1	5	-3
0	5	-0.7	3	-0.7	i	1	17	O=C(NCc1ccc(F)cc1)C1CCC(=O)N1C1CCCCC1 (centres undefined)	7	6
1	0	-3.9	.	0.4	i	-3	0	Cc1ccccc1-c1ccc2c(c1)O[C@@H](CN(C)Cc1ccc(C(=O)O)cc1)[C@@H](C)CN([C@H](C)CO)S2(=O)=O	5	6
4	3	3.7	13	-0.1	i	5	-10	O=C(N/N=C/c1ccc(Br)o1)c1cc([N+](=O)[O-])cc([N+](=O)[O-])c1	0	-1
1	16	-1.5	-2	0.2	i	10	2	CCCN1Cc2cccc(C(=O)NCc3ccc4c(c3)OCO4)c2C1=O	13	-1
-1	2	0.7	-13	-0.1	i	-17	3	CCC(CC)C(=O)Nc1cccc(C(=O)Nc2ccc(S(=O)(=O)Nc3ccc(C)cc3)cc2)c1	5	24
0	-2	1.8	2	-1.1	i	6	2	O=C(O)c1ccccc1-c1nc2ccccc2c(=O)n1O	-8	0
-1	5	0.0	-4	-1.1	i	3	-2	CC(=O)Nc1ccccc1NC(=O)CC(C)(C)C	-15	-4
-1	-5	-2.1	-9	0.0	i	-3	-2	Cc1ccc(C)c(CS(=O)(=O)c2cn(CC(=O)N3CCC(C)CC3)c3ccccc23)c1	6	-1
-1	-16	-1.1	3	-0.4	i	7	-3	CCOC(=O)c1ccc(Nc2nnc3nc(C)cc(C)n23)cc1	6	4
6	-2	-1.4	-5	0.5	i	-1	-2	CCC(CC)CN1CCC(CN2C(=S)NC[C@@H]2[C@@H](C)CC)CC1	-2	0
2	7	-2.2	56*	-0.5	i	-1	0	CC[N+]1(C)CC2CCC(C)(C1)C2(C)C (centres undefined)	8	15
4	-20	0.4	36	-0.6	i	-4	24	Cc1cccc(OCC(=O)Nc2ccc(C(=O)Nc3ccccc3C(=O)O)cc2)c1C	-4	7
0	9	-0.5	-5	-0.6	i	2	2	COCCN(CCOC)C(=O)CN1C(=O)NC2(CCCc3sccc32)C1=O (centres undefined)	13	-7
3	2	3.0	-8	-0.8	i	0	0	CSc1ccccc1C(=O)C1CCCN(S(=O)(=O)N(C)C)C1 (centres undefined)	5	-9
1	2	-2.6	5	0.5	i	-3	1	CCN(CC)C(=O)c1ccc(NS(=O)(=O)c2ccccc2)cc1	5	0
1	2	-0.8	0	2.4	i	0	-2	CCCCN1CNC(=S)N(CCc2ccc(OCC)c(OCC)c2)C1	6	-5

Looked up by compound from above:
STEP block	NRP1-CendR mod	LMPTP inh	Scp-1 inhibitor	TbMetRS inhib	Neddylation inh	DNMT1 block	SUMO1-SIM PPI	Molecule	SKN-1 block	NadD inh
-1	-16	-1.1	3	-0.4	i	7	-3	CCOC(=O)c1ccc(Nc2nnc3nc(C)cc(C)n23)cc1	6	4
6	-2	-1.4	-5	0.5	i	-1	-2	CCC(CC)CN1CCC(CN2C(=S)NC[C@@H]2[C@@H](C)CC)CC1	-2	0

(cont.)
STEP block	NRP1-CendR mod	LMPTP inh	Scp-1 inhibitor	TbMetRS inhib	Neddylation inh	DNMT1 block	SUMO1-SIM PPI	Molecule	SKN-1 block	NadD inh
-1	-12	-1.0	-8	0.2	i	-4	0	COCCNC(=O)CN1CCOc2ccccc21	13	2
-3	4	-0.6	-12	-0.2	i	1	4	CCC(C(=O)NCc1ccc(C)cc1)c1ccccc1 (centres undefined)	2	2
0	-1	0.7	-12	0.2	i	0	2	COc1ccc(CCC(=O)NNC(=O)c2cc(Cl)ccc2OC)cc1	-1	-5
107*	-2	-1.4	6	-0.3	i	1	2	O=C(O)c1ccc(NC(=S)Nc2ccccc2)cc1	5	1
-2	1	-2.1	-7	-0.3	i	2	1	CCCOc1ccc(N2C(=O)CC(SCC(N)C(=O)OCC)C2=O)cc1 (centres undefined)	-4	0
-1	-4	-0.6	-2	0.1	i	-1	2	Cc1nc(NCCO)c(C#N)c2c1COC(C)(C)C2	12	0
.	-4	14	.	-0.8	i	.	3	Cc1ccccc1[C@H](NC1c2ccccc2C=Cc2ccccc21)P(=O)(c1ccccc1)c1ccccc1	2	31*
-4	3	-0.3	0	-0.1	i	-1	0	CCN(Cc1ccc2c(c1)OCCO2)C(=O)CN1C(=O)NC2(CCCCC2)C1=O	12	0

Sorted by the number under SUMO1-SIM PPI (ascending): four of the compounds above.
| SMILES | SUMO1-SIM PPI |
| --- | --- |
| COCCNC(=O)CN1CCOc2ccccc21 | 0 |
| Cc1ccc(S(=O)(=O)OCCC2=CC(=O)CCN2Cc2ccccc2)cc1 | 2 |
| Cc1ccccc1[C@H](NC1c2ccccc2C=Cc2ccccc21)P(=O)(c1ccccc1)c1ccccc1 | 3 |
| Cc1cccc(OCC(=O)Nc2ccc(C(=O)Nc3ccccc3C(=O)O)cc2)c1C | 24 |

New compounds follow
STEP block	NRP1-CendR mod	LMPTP inh	Scp-1 inhibitor	TbMetRS inhib	Neddylation inh	DNMT1 block	SUMO1-SIM PPI	Molecule	SKN-1 block	NadD inh
-2	8	6.1	-6	0.4	i	-6	-16	C=CCNC(=O)/C(C#N)=C/c1ccc(SC)cc1	12	6
-1	-6	-0.8	0	-1.0	i	-2	4	O=C(O)CCc1nn2cnc3sc4c(c3c2nc1=O)CCCC4	-2	0
-3	-11	-0.1	-1	-0.4	i	-8	1	O=C(Nc1ccccc1)C1=C[C@H](c2ccc3c(c2)OCO3)C[C@H](OCc2ccc(CO)cc2)O1	-3	-2
0	7	-1.0	-5	-1.0	i	-3	-1	NC(=S)Nc1ccc(F)c(F)c1F	-5	-3
2	-37	5.6	-9	1.1	i	-4	-51	N#C/C(=N\Nc1ccc([N+](=O)[O-])cc1)C(N)=S	39*	1
0	4	1.9	-9	0.2	i	6	18	COc1cc(/C=N/NC(=S)NC2CC3C=CC2C3)cc(OC)c1OC (centres undefined)	17	-12
-1	13	1.2	-2	-0.2	i	-2	2	CCC(=O)N(Cc1cc2ccccc2[nH]c1=O)c1ccccc1OC	26	-1
0	5	0.8	24	-0.4	i	-2	-1	CC(=O)Nc1ccc(NC(=O)C(C)OC(=O)c2cc(S(=O)(=O)N(C)C)ccc2N2CCCC2)cc1 (centres undefined)	-11	3
0	-24	1.9	4	-1.2	i	63*	-16	CCN1CCc2nc(NC(=O)C(c3ccccc3)c3ccccc3)sc2C1	15	27
-1	14	0.0	-1	-0.4	i	3	3	CN(CC(=O)Nc1ccccc1Cl)C(=O)CSc1nnc(N)s1	-10	9
.	-9	-1.1	.	-1.3	i	.	-1	CC1(C(=O)Nc2ccc3c(c2)OCCO3)CN(S(C)(=O)=O)CC(=O)N1CCc1ccccc1 (centres undefined)	-10	.
-1	1	-1.8	0	0.2	i	1	0	O=C(c1ccc(Cl)cc1)N(Cc1cccs1)C1CCS(=O)(=O)C1 (centres undefined)	5	5
-2	1	3.3	.	-0.1	i	-7	-1	COCCN1C[C@@H](CO)O[C@@H](n2cnc3c(N4CCN(CCO)CC4)ncnc32)C1	17	-5
2	12	-1.8	-6	-0.9	i	7	1	CC1=C(C(=O)N2CCOCC2)C(c2ccc(O)cc2)NC(=S)N1 (centres undefined)	6	-8
0	3	0.1	-3	0.0	i	1	3	O=C(NCC(c1ccco1)N1CCN(c2ccccc2F)CC1)c1cccs1 (centres undefined)	8	-2
0	16	0.7	-7	-0.2	.	3	1	CC(OC(=O)c1ccccc1NCCO)C(=O)Nc1ccnn1C(C)C (centres undefined)	-3	-3
2	-2	-2.1	-7	0.0	i	1	1	CCSC1=NCN(CCCC(=O)O)CN1	11	-4
-1	17	-0.5	-29	-0.5	i	1	0	Cc1cc(NC(=O)C2CC(c3c(F)cccc3Cl)=NO2)n(-c2ccccc2)n1 (centres undefined)	4	-6
-9	4	-1.2	-5	-0.6	i	0	7	c1cc(-c2n[nH]c(-c3ccncc3)n2)ccn1	-2	-3
0	6	-0.4	-8	-0.2	i	2	-2	O=C(NNC(=O)c1cccs1)c1ccccc1	-2	2
-1	4	-1.2	-8	0.3	i	0	1	CC(C)(C)NC(=O)NC(=O)CSc1ncccn1	-3	-2
-2	3	-0.5	0	-0.2	i	0	-2	CN(C)S(=O)(=O)c1ccc(C(=O)NCC2(N3CCOCC3)CCCCC2)cc1	-12	2
0	2	0.7	5	-0.4	i	-7	-10	CC(C(=O)Nc1ccc([N+](=O)[O-])cc1Cl)N1CCN(S(=O)(=O)c2cccs2)CC1 (centres undefined)	-1	6
-1	5	5.8	4	-2.0	i	3	-13	COCCNC(=O)/C(C#N)=C/c1ccc(C)o1	1	0
0	10	0.8	1	-1.0	i	1	1	N#Cc1cn(-c2cccc(C(F)(F)F)c2)c(=O)[nH]c1=O	-14	-5
1	-6	-0.3	-10	0.3	i	1	-1	COc1cccc(N(CC(=O)NC2CCCC2)C(=O)CCC(=O)Nc2nccs2)c1	1	-1
0	4	1.4	-5	-0.1	i	-3	-1	COC(=O)c1ccc(NC(=S)NCCc2ccccc2C)cc1	1	-10
3	-8	2.8	-8	0.0	i	-4	-1	Cc1csc(Nc2ccccc2C(F)(F)F)n1	-14	-6
2	-87	3.7	4	-0.7	.	-10	4	Cc1ccc(C)c(S(=O)(=O)c2c(N)n(/N=C/c3ccco3)c3nc4ccccc4nc23)c1	14	32*
-3	0	-0.7	0	-0.7	i	-2	2	COc1ccccc1C(=O)NNS(=O)(=O)c1ccc(F)cc1	1	5
-6	2	-1.6	-6	0.9	i	2	-7	Cc1ccc(/C=N/NC(=O)Cn2cnc3c2c(=O)n(C)c(=O)n3C)s1	-12	-4
